Screens (PubChem BioAssay)
KLK7 zymogen act: proKLK7 (human) activation, primary screen; P49862; purified proKLK7, EDANS-DABCYL substrate fluorescence; 100% is mature enzyme control, 0% vehicle; activation, % at 7 µM; 370,000 tested, 0.9% active; AID 652039;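 active = activation above the mean of all tested compounds plus 3 SD, computed per campaign excluding outliers beyond control limits, cut at about 13% in these data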
NR1D1 modulator: Rev-erb alpha (human) modulation. Rev-erbα–FITC-DNA binding, fluorescence polarization, 90 min. activity, % at 10 µM. 370,000 tested, 0.79% active;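 active = activity above about 14%, limit read from the data; passing the limit was not always enough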;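 note: 0% = DMSO wells with 35 nM protein and 100% = DMSO wells with 750 nM protein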
Target sequence (P20393 whole entry, looked up): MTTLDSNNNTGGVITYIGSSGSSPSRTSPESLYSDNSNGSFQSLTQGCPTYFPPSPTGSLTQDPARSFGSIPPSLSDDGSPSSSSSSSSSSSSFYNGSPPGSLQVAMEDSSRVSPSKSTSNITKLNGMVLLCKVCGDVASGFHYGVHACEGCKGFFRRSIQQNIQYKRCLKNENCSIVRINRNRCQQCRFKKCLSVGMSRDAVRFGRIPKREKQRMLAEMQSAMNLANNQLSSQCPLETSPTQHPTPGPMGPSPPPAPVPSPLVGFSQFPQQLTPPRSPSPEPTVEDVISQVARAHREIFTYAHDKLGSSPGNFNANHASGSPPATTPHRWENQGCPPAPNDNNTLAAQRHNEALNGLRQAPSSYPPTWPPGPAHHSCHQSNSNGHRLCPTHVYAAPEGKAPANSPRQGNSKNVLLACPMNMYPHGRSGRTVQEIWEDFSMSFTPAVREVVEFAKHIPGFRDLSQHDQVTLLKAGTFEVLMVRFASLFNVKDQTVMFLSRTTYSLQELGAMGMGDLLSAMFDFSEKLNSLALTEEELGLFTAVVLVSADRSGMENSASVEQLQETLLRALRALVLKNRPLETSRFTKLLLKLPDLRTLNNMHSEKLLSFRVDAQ
PLC-gamma1 inh: inhibitors of human phospholipase C gamma1. P19174. purified PLC-gamma1, fluorogenic substrate, fluorescence. inhibition, % at 12.2 µM. 370,000 tested, 0.84% active. AID 720700; in the data active = inhibition above about 9.5%
ASAP1 inh: blocks human ASAP1-stimulated Arf1 GTP hydrolysis; Q9ULH1; GDP FP detection; inhibition, % at 16.5 µM; 360,000 tested, 0.19% active; in the data active = inhibition above about 25%;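 note: 0% = vehicle with enzyme and substrate and 100% = no enzyme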
Target sequence (Q9ULH1 325-724 limits assumed): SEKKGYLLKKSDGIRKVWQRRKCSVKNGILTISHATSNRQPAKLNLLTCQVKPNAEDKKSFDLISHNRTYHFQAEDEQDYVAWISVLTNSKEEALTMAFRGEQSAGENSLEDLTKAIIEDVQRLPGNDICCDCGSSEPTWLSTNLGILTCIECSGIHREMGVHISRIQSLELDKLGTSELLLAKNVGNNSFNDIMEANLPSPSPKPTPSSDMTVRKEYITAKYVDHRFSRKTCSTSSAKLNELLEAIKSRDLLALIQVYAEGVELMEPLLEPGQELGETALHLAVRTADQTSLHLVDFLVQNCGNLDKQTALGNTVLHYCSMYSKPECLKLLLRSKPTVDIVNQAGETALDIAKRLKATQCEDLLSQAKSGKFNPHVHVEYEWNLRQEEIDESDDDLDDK
UHRF1 binding: UHRF1 methyl-DNA binding inhibition. Q96T88. UHRF1 binding to methylated oligo, TR-FRET. inhibition, % at 4.4 µM. 370,000 tested, 0.75% active; in the data active = inhibition above about 21%;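 note: UHRF1 SRA domain binding a hemimethylated CpG hairpin DNA probe; 0% = median of test compound wells and 100% = reference inhibitor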
DDE Tn6 FP inh: DD(E)-Tn6 binding inhibition, primary FP screen. P02675. 370,000 tested, 0.21% active. inhibition, % at 8.3 µM. Fibrin DD(E) TRITC-Tn6 fluorescence polarization displacement;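 active = inhibition above a per-campaign cutoff: mean of compounds within control limits plus 3 SD, cut at about 15% in these data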;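 note: 0% = median of all compound wells on the plate and 100% = blocking peptide control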
sPLA2-III inh: Inhibits HGIII-sPLA2 liposome hydrolysis, primary screen | inhibition, % at 12.2 µM | 370,000 tested, 0.56% active | QFRET BODIPY PC-A2 liposome hydrolysis, fluorescence | Q9NZ20;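 active = inhibition above mean plus 3 SD of compounds lying within the high and low control bounds, cut at about 19% in these data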;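 note: 0% = median of test compound wells and 100% = no enzyme DMSO wells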
Tn7 DDE FP: disrupts Tn7 cyclic peptide binding to fibrin D-Dimer-E complex; P02675; FP displacement of FITC-Tn7 peptide from fibrin DD(E); 0% = median of compound wells per plate; inhibition, % at 8.3 µM; 370,000 tested, 0.13% active; AID 720508;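 active = inhibition above the mean of compounds falling within the control limits plus 3 SD of them, cut at about 14% in these data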;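 note: 0% = plate median of compound wells and 100% = 10 µM Aha-Tn7 peptide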
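Also added: labelled Tn7 tracer, 0.1 µM; Assay system: human fibrin DD(E) protein; Amount: 2 µM fibrin DD(E); Schedule: 10 min compound pre-incubation, 3 h probe incubation at room temperature; Repeats: one replicate per compound; Read-out basis: percent inhibition; Measured by: fluorescence polarization of the labelled Tn7 tracer.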
PLCb3 inh: PLC-beta3 (human) inhibition, primary screen. Q01970. Purified PLC-beta3, fluorogenic substrate, fluorescence. inhibition, % at 12.2 µM. 370,000 tested, 0.18% active; in the data active = inhibition above about 11%;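 note: 0% = median of compound wells on plate and 100% = full blocker control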
ARFGAP1 inhibitor: inhibits rat ARF GTPase activating protein 1; Q62848; inhibition, % at 16.5 µM; 360,000 tested, 0.26% active; Arfgap1-stimulated ARF1 GTP hydrolysis, GDP FP detection;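 active = inhibition above a per-plate limit, mean inhibition of low control wells plus 3 SD, cut at about 25% in these data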;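 note: 0% = DMSO wells with enzyme and 100% = wells lacking Arfgap1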
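system = rat Arfgap1 catalytic domain, aa 1-136 | technique = FP, GDP Alexa 633 tracer displaced from anti-GDP antibody, 620/688 nm | compound = one concentration, 16.5 µM, DMSO 1.26% | medium = HEPES-based buffer, pH 7.5 | timing = compound-enzyme preincubation 20 min, reaction 120 min, detection 60 min, 25 °C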
* marks the source's active call; other numbers are inactive results; . = not tested or not shown; & = joins results of further samples.

PLCb3 inh	NR1D1 modulator	DDE Tn6 FP inh	ASAP1 inh	sPLA2-III inh	KLK7 zymogen act	Tn7 DDE FP	PLC-gamma1 inh	ARFGAP1 inhibitor	UHRF1 binding	molecule
-2	3	3	13	0	0.0	-7	-2	1	1	COc1ccc(S(=O)(=O)N2CCOC2CNC(=O)C(=O)NCCc2ccccc2)cc1OC (stereo unspecified)
-9	-3	-19	16	4	0.4	-1	-3	5	-5	Cc1occc1C(=O)N/N=C/c1ccc(-c2cccc([N+](=O)[O-])c2)o1
8	-1	4	-9	3	-0.2	5	3	12	1	COCCNc1nc(N)c([N+](=O)[O-])c(NCCO)n1
-7	10	-2	-18	-17	-0.1	-5	-1	6	-2	Cc1ccccc1C(=O)NCC(=O)Nc1ccc(C)c(S(=O)(=O)N2CCCCCC2)c1
-2	-3	-3	13	0	-0.2	-7	-1	7	5	CCCS(=O)(=O)c1c(S(=O)(=O)CCC)c2cnccn2c1C(=O)c1ccc(CC)cc1
1	4	-4	-4	-12	0.1	2	-2	1	6	COc1ccc(CC(=O)Nc2ccc(S(=O)(=O)N3CCC(C)CC3)cc2)c(OC)c1
1	-3	2	-20	6	-0.6	1	2	0	-3	CC(=O)NC1=NN(C(C)=O)C(c2cccs2)S1 (stereo unspecified)
-2	6	6	-6	-33	-2.3	4	-3	-1	-1	CC(=O)NC(c1ccc(Cl)cc1)c1c(O)ccc2ccc(O)cc12 (stereo unspecified)
-6	-13	23*	-2	49*	1.1	10	13*	-29	19	O=S(=O)(O)c1cc(Cl)cc(N=Nc2ccc(O)cc2O)c1O
5	-1	6	1	2	0.6	0	1	6	1	COc1cc(NC(=O)C2CCN(S(=O)(=O)c3ccc(N4CCCC4=O)cc3)CC2)cc(OC)c1
-3	0	-4	7	1	-0.1	-2	1	2	0	Cc1ccc(C(=O)c2ccccc2C(=O)O)cc1C
0	4	3	-3	0	0.3	-4	1	-3	0	Cc1n[nH]c(=S)n(/N=C/c2cccs2)c1=O

As entered above.
Tn7 DDE FP, COc1ccc(CC(=O)Nc2ccc(S(=O)(=O)N3CCC(C)CC3)cc2)c(OC)c1 = 2
NR1D1 modulator, COc1cc(NC(=O)C2CCN(S(=O)(=O)c3ccc(N4CCCC4=O)cc3)CC2)cc(OC)c1 = -1
NR1D1 modulator, CCCS(=O)(=O)c1c(S(=O)(=O)CCC)c2cnccn2c1C(=O)c1ccc(CC)cc1 = -3
sPLA2-III inh, CC(=O)NC(c1ccc(Cl)cc1)c1c(O)ccc2ccc(O)cc12 (stereo unspecified) = -33

New compounds follow.
PLCb3 inh	NR1D1 modulator	DDE Tn6 FP inh	ASAP1 inh	sPLA2-III inh	KLK7 zymogen act	Tn7 DDE FP	PLC-gamma1 inh	ARFGAP1 inhibitor	UHRF1 binding	molecule
-10	-4	-4	2	4	-0.7	1	-10	-8	-2	Cc1ccsc1-c1nc(CN(C)C(C2CC2)C2CC2)c(C)o1
-1	4	-4	-8	-4	0.0	6	-3	-12	-2	O=C(CSc1nc2ccccc2o1)N1CCN(C(=O)c2ccco2)CC1
2	7	-3	-11	-2	0.5	-9	3	2	2	CCOc1ccccc1NC(=O)Nc1cc(OC)ccc1OC
-7	3	4	13	-4	0.2	1	2	1	-2	Cc1cc(C(=O)N2CCC(Cc3ccccc3)CC2)no1
-1	1	5	-1	2	-0.3	1	1	-3	2	Cc1ccc(NC(=O)C(CC(C)C)NC(N)=O)cc1 (stereo unspecified)
-5	2	-4	3	6	0.3	3	-1	-3	1	C=CCOC(=O)C1=C(C)Nc2nnnn2C1c1cccc(OC)c1OC (stereo unspecified)
-1	-4	-3	10	2	-0.7	-3	3	-5	4	CCC(C)N1C(=O)N(c2cccc(Cl)c2)C(C)(O)CC1(C)C (stereo unspecified)
-84	4	-7	2	1	1.2	-7	-75	16	0	COC(=O)c1ccc(-c2ccc(/C=N/NC(=O)CC3(C)OCCCO3)o2)cc1
3	-1	5	-13	-2	0.8	0	-2	3	11	OCC(O)/C=N/Nc1nc(N2CCCCC2)nc(N2CCCCC2)n1 (stereo unspecified)
3	-6	6	-10	-11	0.6	-5	3	-8	0	Cc1ccc(C(C)C)cc1OCC(=O)NCCCn1ccnc1
-3	-6	-2	-1	5	-0.2	3	-1	-7	3	Cc1sc(NC(=O)C2CCCCC2C(=O)O)c(C(N)=O)c1-c1ccc(C(C)C)cc1 (stereo unspecified)
1	-2	-5	8	2	1.0	-5	2	-5	10	CC(=O)Nc1ccc(-n2c(C)nc(=O)c(-c3ccccc3)c2C)cc1
-2	-2	-6	4	3	0.0	-1	-2	1	-1	CC1/C(=N/O)CC(c2ccco2)NC1c1ccco1 (stereo unspecified)
-7	0	-8	-6	-8	-0.3	2	-1	3	-3	CN(CCCC(=O)Nc1ccc(Br)cc1F)S(=O)(=O)c1ccccc1
-2	31*	-1	0	1	-0.3	-5	0	11	0	Cc1cccc2cc(COC(=O)COc3ccccc3)c(=O)[nH]c12
1	-3	0	-2	1	0.2	8	-2	12	2	COc1cc(NC(=O)[C@@H](Cc2ccccc2)NC(=O)[C@H]2O[C@@H](n3ccc(=O)[nH]c3=O)[C@H](O)[C@@H]2O)cc(OC)c1OC
-1	-4&-3	8	-6	-3	0.1	1	0	5	-1	CC1CCCC(C)N1NC(=O)c1ccc(Cl)c(S(N)(=O)=O)c1 (stereo unspecified)
-8	-1	-8	-18	3	3.8	-1	1	0	-2	O=C(COC(=O)c1ccccc1O)Nc1ccc(N2CCOCC2)cc1
-6	5	2	-1	-3	0.4	2	0	7	-2	Cc1ccc(-c2c[n+](=O)c3c(n2[O-])CCC3)cc1
-2	-3	5	7	-9	-0.5	2	2	0	1	CC1CC(C)CN(CCCNS(=O)(=O)c2cc(Br)cc3c2N(C(=O)C2CC2)CC3)C1 (stereo unspecified)
5	1	5	-3	-21	0.2	1	0	-4	-1	CC(C)c1ccc(NS(=O)(=O)c2ccc(-n3cccn3)cc2)cc1
-16	37*	-11	1	6	-0.6	4	-8	4	24*	O=S(=O)(c1ccc2nc(N3CCN(c4ccc(F)cc4)CC3)ccc2c1)N1CCCCC1
-26	-1	5	0	-2	0.3	-2	-13	-3	-4	Cc1cccc(C2Nc3cccc4cccc(c34)N2)c1
6	0	2	-2	5	0.0	4	8	-14	1	O=C1COc2ccc(-c3csc(=Nc4ccc(OC(F)F)cc4)n3CC3CCCO3)cc2N1 (stereo unspecified)
-1	-3	6	.	-2	-0.4	9	0	.	-2	CCCCNC(=O)C1CCCN1C(=O)Nc1cc(C)cc(C)c1 (stereo unspecified)
-9	-2	3	7	5	-0.7	-2	-2	1	5	Nn1c(SCC(=O)NNC(=O)c2ccccc2)nnc1-c1ccccc1F
5	-2	0	-3	-5	0.5	-2	-4	-5	1	COc1ccc(C(=O)CSc2n[nH]c(=O)[nH]c2=O)cc1
-7	1	-4	5	-4	0.4	2	1	-2	4	COc1ccc(C(=O)N2CCOC2CNC(=O)C(=O)NCc2ccco2)cc1 (stereo unspecified)
-3	0	6	-5	-7	0.5	0	0	7	1	CCc1nc2ccc(C(=O)N3CCN(C(C)=O)CC3)cn2c1N(CCC(C)C)CCN(C)C
-2	0	-1	-1	3	-0.1	5	0	-9	-2	Cc1ccc(C(=O)COC(=O)CNC(=O)c2ccccc2)s1
-2	1	4	-7	-16	-0.5	-2	0	0	3	COc1ccc(C(=O)COC(=O)c2sc(C)nc2C)cc1F
0	-1	-9	-4	-2	0.0	-12	1	-2	2	CCC1=NN(C(=O)C(=O)Nc2ccc(Br)cc2)C(O)(C(F)(F)F)C1 (stereo unspecified)
-4	-2	3	4	5	-0.3	0	-4	6	-1	COc1ccc(C(=Cc2ccccc2[N+](=O)[O-])C(=O)O)cc1
1	6	-1	-4	-1	0.0	-1	3	0	0	CCOc1ccc(CCNC(=O)CCCN2C(=O)c3ccccc3C2=O)cc1OCC
-7	4	-4	-15	7	-0.6	1	1	-4	0	O=C(CCCn1c(=O)c2cccn2c2cccnc21)N1CCN(c2ccccc2F)CC1
-9	-10	4	-7	-56	-0.5	4	-1	1	-1	CCc1cccc(OCC(=O)Nc2ccc(C(=O)O)cc2NC(=O)COc2cccc(CC)c2)c1
-20	-31	-5	-10	2	-0.2	3	-8	3	-1	COc1cc([N+](=O)[O-])ccc1-c1ccc(/C=N/NC(=O)c2ccccc2O)o1
-1	2	7	-4	2	0.2	-2	1	9	3	CCCCN(c1ccccc1)c1ncnc(N)c1[N+](=O)[O-]
0	4	-3	3	-8	-0.2	-2	1	-1	0	Cn1cc(C=O)c2cc(S(=O)(=O)N3CCOCC3)ccc21
3	-7	5	15	2	0.0	6	3	4	3	Cn1nc([N+](=O)[O-])nc1Oc1ccc(C(C)(C)C)cc1
-2	2	-4	-4	-1	0.5	-2	3	-1	-4	CC1CCCC(NC(=O)C2CCN(S(=O)(=O)N3CCOCC3)CC2)C1C (stereo unspecified)
-1	-3	-11	0	3	-0.4	0	1	11	-1	Cc1nnc(SCC(=O)N2CCCc3ccccc32)[nH]c1=O
8	1	-11	4	0	0.1	1	4	-2	4	CC(Oc1ccccc1)c1ccnn1S(=O)(=O)c1ccccc1 (stereo unspecified)
-27	0	2	-1	5	0.3	-5	-28	8	0	Cc1cc(N2CCN(c3ccccn3)CC2)n2c(nc3ccccc32)c1C#N
5	-1	2	-8	3	0.2	2	1	1	-2	COc1ccc(CNC(=O)C2CCN(c3nc(OC)nc(OC)n3)CC2)cc1
-23	1	1	5	-8	0.1	6	-15	-5	-5	Cc1ccc(CN(C)c2nc(-c3cccnc3)nc3ccccc23)o1
-48	-32	3	-1	-1	0.0	5	-37	-8	20	CC1CCCCC1NC(=O)COC(=O)c1c2c(nc3ccccc13)/C(=C\c1ccco1)CC2 (stereo unspecified)
-4	-2	-15	-2	-19	0.8	-1	-3	-1	-3	COc1ccc(Nc2nc3cc(-c4ccsc4)sc3c(=O)n2C)cc1OC
2	5	-3	-13	-5	-0.3	-6	-1	-6	0	O=C1CCCCCN1C(=O)c1ccccc1
-31	-1	1	6	-6	-0.8	-1	-23	13	-1	Cc1sc2nc(CSCC(=O)Nc3c(F)cccc3F)[nH]c(=O)c2c1C
0	-1	-3	-1	3	0.0	9	4	-16	-1	CCOC(=O)C1=C(C)N(CCCC(=O)NCc2ccc3c(c2)OCO3)C(=O)NC1c1ccc(Br)cc1 (stereo unspecified)
1	-4	0	13	1	0.3	0	0	8	1	CCOC(=O)C1=C(C)N(CCCCCC(=O)O)C(=O)NC1c1ccc(Cl)cc1 (stereo unspecified)
-3	-4	-1	-2	1	0.7	-1	1	7	-1	CCn1ncc(C(=O)Nc2ccc([N+](=O)[O-])cc2OC)c1C

Rewritten as tab-separated lines: part of the list above.
Molecule	PLCb3 inh	NR1D1 modulator	DDE Tn6 FP inh	ASAP1 inh	sPLA2-III inh	KLK7 zymogen act	Tn7 DDE FP	PLC-gamma1 inh	ARFGAP1 inhibitor	UHRF1 binding
O=C(CSc1nc2ccccc2o1)N1CCN(C(=O)c2ccco2)CC1	-1	4	-4	-8	-4	0.0	6	-3	-12	-2
Cc1nnc(SCC(=O)N2CCCc3ccccc32)[nH]c1=O	-1	-3	-11	0	3	-0.4	0	1	11	-1
